Compound activity deposited in PubChem by several laboratories.
Hsp70 act: switches on Hsp70 transcription; HeLa Hsp70 promoter luciferase reporter, luminescence; scaled: vehicle 0, proteasome-inhibitor control 100%; activation, % at 10 µM; 0.04% of 200,000 active; AID 1203;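 active means activation above the mean across all tested compounds plus 3 SD, cutoff set per campaign, cut at about 5.5% in these data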;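 further: 100% = MG132 at 30 µM as the positive control and 0% = DMSO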
STAT1 activator: STAT1 signaling activation. NIH 3T3 STAT1-luciferase reporter, IFN-gamma, luminescence; 100% = IFN-gamma alone, no compound. activation (% of control), % at 5.5 µM. 2.6% of 200,000 active;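 active means activation above the screen-wide mean activation plus 3 SD, cut at about 130% in these data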;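 further: raw ratio to IFN-gamma control signal so 100% means no change and 0% no light; values of inactives mirror those of a sister screen read the other way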
G6PDH CS: counter-screen for G6PDH assay hits: L. mesenteroides G6PDH inhibition; Purified L. mesenteroides G6PDH, diaphorase/resazurin coupled fluorescence, 45 min; inhibition, % at 5 µM; 0.12% of 200,000 active; in the data active means inhibition above about 50%
STAT3 act: activators of IL-6 induced STAT3 signaling; U3A cells, IL-6 STAT3-luciferase reporter, luminescence; 100% = signal with IL-6 EC80 alone; activation (% of control), % at 5.6 µM; 0.91% of 190,000 active; AID 871;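 active means activation above the screen-wide mean of compound activation plus 3 SD, cut at about 130% in these data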;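 further: 0% = background luminescence of wells with medium and substrate only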
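Test system: human U3A cells carrying STAT3-luciferase construct; control set: IL-6-only wells as 100% reference; timing: compound pre-incubation 1 h before IL-6, then 6 h stimulation at 37 °C; also added: IL-6 stimulus at 33 ng/mL final; evaluation: % activation versus median of IL-6-stimulated wells; detection: reporter luminescence signal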
TLR4 MyD88 comp: blocks binding of human TLR4 to MyD88; O00206+Q99836; HeLa CL3-4 TLR4/MyD88 BLA complementation, FRET ratio; inhibition, % at 8.4 µM; 0.18% of 200,000 active; AID 861; in the data active means inhibition above about 25%;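 further: 0% = vehicle and 100% = reference inhibitor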
Target sequence (O00206 whole entry, looked up): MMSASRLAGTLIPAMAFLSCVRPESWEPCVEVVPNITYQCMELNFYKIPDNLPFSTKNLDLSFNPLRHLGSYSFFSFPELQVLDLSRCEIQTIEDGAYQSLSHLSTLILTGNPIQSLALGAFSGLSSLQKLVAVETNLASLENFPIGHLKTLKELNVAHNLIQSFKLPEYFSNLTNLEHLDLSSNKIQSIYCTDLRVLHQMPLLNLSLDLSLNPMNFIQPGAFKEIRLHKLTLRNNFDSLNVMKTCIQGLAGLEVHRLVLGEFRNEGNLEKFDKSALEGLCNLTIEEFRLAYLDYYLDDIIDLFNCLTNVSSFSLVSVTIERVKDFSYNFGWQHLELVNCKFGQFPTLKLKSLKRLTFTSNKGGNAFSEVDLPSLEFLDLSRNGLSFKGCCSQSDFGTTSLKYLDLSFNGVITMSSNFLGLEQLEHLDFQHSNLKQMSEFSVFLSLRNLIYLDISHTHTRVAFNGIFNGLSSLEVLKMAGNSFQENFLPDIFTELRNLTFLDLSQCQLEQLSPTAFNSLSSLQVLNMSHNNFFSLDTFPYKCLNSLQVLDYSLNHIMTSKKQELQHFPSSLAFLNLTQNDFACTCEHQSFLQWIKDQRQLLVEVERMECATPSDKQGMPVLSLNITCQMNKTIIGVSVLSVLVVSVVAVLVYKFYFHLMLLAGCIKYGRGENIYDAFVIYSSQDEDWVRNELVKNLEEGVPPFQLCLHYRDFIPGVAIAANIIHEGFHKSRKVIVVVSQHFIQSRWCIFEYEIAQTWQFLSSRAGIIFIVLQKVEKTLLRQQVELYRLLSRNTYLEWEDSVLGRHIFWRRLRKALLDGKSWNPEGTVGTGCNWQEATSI
Target sequence (Q99836 whole entry, looked up): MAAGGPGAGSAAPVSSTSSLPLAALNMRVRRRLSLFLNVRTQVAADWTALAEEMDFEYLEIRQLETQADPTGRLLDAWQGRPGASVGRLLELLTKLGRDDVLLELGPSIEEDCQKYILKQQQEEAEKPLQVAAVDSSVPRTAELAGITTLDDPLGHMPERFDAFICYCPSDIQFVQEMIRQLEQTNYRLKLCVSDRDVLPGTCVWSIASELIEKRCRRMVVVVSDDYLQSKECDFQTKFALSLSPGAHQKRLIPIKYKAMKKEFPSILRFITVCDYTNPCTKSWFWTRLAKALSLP
APP 5UTR inh: APP translation inhibition | SH-SY5Y APP 5'UTR-luciferase reporter, luminescence | inhibition, % at 2 µM | 0.82% of 190,000 active | AID 1285;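 active means inhibition above a set limit, derived from the sample mean plus 3 SD, cut at about 45% in these data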; further: values of inactives mirror those of a sister screen read the other way
STAT1 blocker: STAT1 signaling inhibition | AID 920 | NIH 3T3 STAT1-luciferase reporter, IFN-gamma, luminescence | inhibition, % at 5.5 µM | 0.35% of 200,000 active;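 active means inhibition above a set limit, the mean inhibition across all tested compounds plus 3 SD, cut at about 34% in these data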;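 further: 0% = IFN-gamma with DMSO and 100% = IFN-gamma with 300 µM nifuroxazide; values of inactives mirror those of a sister screen read the other way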
Diaph act CS: activates diaphorase or chemically reduces, flagging diaphorase assay artifacts; activation factor at 20 µM; 0.005% of 190,000 active; Diaphorase/resazurin coupled assay, resorufin fluorescence, 16 min; stronger effect = higher value; 1 = vehicle wells, 0 = NADH-free wells;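 active means diaphorase activity raised at least twofold by the compound at 20 µM; inactive means activation factor below 2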
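Test system: Clostridium kluyveri diaphorase, purified enzyme. Buffer or medium: 50 mM HEPES pH 7.4 buffer plus MgCl2 and Tween 20. Also added: 0.114 mM NADH and 0.1 mM resazurin, final amounts. Dosing: compound 20 µM once, DMSO 1%. Schedule: 16 min enzyme reaction, ambient temperature. Detection: fluorescence of resorufin, 544 nm excitation, 590 nm emission.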
STAT3 inh: reduces IL-6 driven STAT3 reporter signal | U3A cells, IL-6 STAT3-luciferase reporter, luminescence; host cell line lacks STAT1 | inhibition, % at 5.5 µM | 0.89% of 190,000 active | AID 862;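 active means inhibition above the mean inhibition across all screened compounds plus 3 SD, cut at about 44% in these data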;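 further: 0% = DMSO only wells and 100% = 100 µM nifuroxazide control wells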
Diaphorase inh: diaphorase inhibition or chemical oxidation counter-screen. diaphorase resazurin-to-resorufin fluorescence, NADH, 16 min; bacterial (C. kluyveri) enzyme, not human. inhibition, % at 20 µM. 0.69% of 190,000 active;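 active means primary screen inhibition at 20 µM above a set limit, cut at about 50% in these data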;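 further: plate controls were DMSO with full reaction for no effect and wells lacking NADH for full effect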
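Test system: diaphorase enzyme from Clostridium kluyveri; amount: diaphorase at 0.14 U/mL in enzyme working solution; detection: fluorescence of resorufin formed from resazurin, Ex 544/Em 590 nm; times: reaction incubation of 16 min at room temperature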
* hit, by the source's call; . = no result given; & = joins results of further samples.

SMILES	Hsp70 act	STAT1 activator	G6PDH CS	STAT3 act	TLR4 MyD88 comp	APP 5UTR inh	STAT1 blocker	Diaph act CS	STAT3 inh	Diaphorase inh
CC1CCCCN1C(=O)COC(=O)/C=C/c1ccc2ccccc2n1 (centres undefined)	0.0	104	-4	108	1	-14	-6	1	-7	1
Cc1c(C(=O)C(C)C)n(C)c2ccccc12	-0.2	104	13	104	8	-1	-5	1	-3	1
COc1cc(/C=C2\C(=O)NN(c3ccccc3)C2=O)ccc1OCC(N)=O	-0.4	101	6	103	-6	5	1	0.9	1	12
Cc1ccc(C)c(N2C(=O)c3ccc(C(=O)OCC(=O)c4c(N)n(C)c(=O)n(C)c4=O)cc3C2=O)c1	-0.1	102	1	109	6	-13	-2	0.8	-12	20
O=C(NNc1cc(N2CCOCC2)nc(N2CCOCC2)n1)c1ccc(Cl)c(Cl)c1	-0.2	106	17	104	8	8	-6	0.8	-10	16
CCOc1cccc(NC(=O)C(Cc2cccs2)c2nn[nH]n2)c1 (centres undefined)	-0.3	100	3	107	-9	-4	-1	0.8	2	16
COc1ccc(CCN2CN(S(=O)(=O)c3ccccc3)c3nc4ccccc4nc32)cc1OC	-0.5	96	-11	93	-9	-15	4	0.7	6	25
CC(C)(C)c1ccc(S(=O)(=O)C(C)(C)C)cc1	0.1	79	1	85	-29	-12	22	0.9	22	6
COc1ccc(S(=O)(=O)N(CCc2ccccc2)CC(=O)O)cc1Cl	-0.1	99	6	98	5	24	1	0.8	4	16
O=C(Nc1ccc2c(c1)OCO2)N1CCN(c2ccccc2)CC1	0.1	106	4	85	1	-8	-10	0.9	22	8
CC[C@H](C)[C@H](NC(N)=O)C(=O)Nc1ccc(C)cc1	-0.2	86	-2	80	-1	-6	15	0.9	23	10
COc1ccc(-n2c(-c3ccc(Br)cc3)c[n+]3c2SC(C)C3)cc1 (centres undefined)	0.0	84	-1	66	3	-37	17	1	46*	0
CCOC(=O)CSc1nc2c(c(-c3ccc(C)o3)c1C#N)CCCC2	-0.2	90	-24	89	4	-1	11	0.8	12	21
CCOC(=O)c1c(C)[nH]c(C(=O)OCC(=O)c2c(N)n(C)c(=O)n(C)c2=O)c1C	-0.2	100	-2	105	10	3	-1	0.9	-1	7
CN(C)c1ccc(N=Nc2ccccc2C(=O)OCC(=O)Nc2ccccc2C(F)(F)F)cc1	-0.2	100	0	106	9	-24	2	0.8	-10	18
Cc1cc(C)n(CCc2nc(-c3ccc(C)o3)cs2)n1	-0.3	102	-2	91	-5	2	-2	0.9	17	13
N#C/C(=C\c1cccc([N+](=O)[O-])c1)C(=O)NCc1cccnc1	-0.1	98	2	103	-14	-9	2	0.9	-2	13
Cc1ccccc1-c1noc(N)c1C#N	-0.3	68	14	100	-8	4	35*	0.9	3	8
CCOC(=O)c1cnc(SC)nc1Sc1cc(Cl)ccc1Cl	-0.1	89	10	91	-7	-8	12	0.9	13	7
CC(C)CCNC(=O)C(c1cccs1)N(CC1CCCO1)C(=O)Cn1nnc2ccccc21 (centres undefined)	0.6	98	-14	98	-9	-11	2	0.9	6	7
CCOC(=O)c1c(NC(=O)CN2CCC(C)CC2)sc(C)c1C	-0.1	99	-4	109	-3	-2	0	1	-9	4
Cc1ccc(/C=N/NC(=O)CSc2nc3ccccc3o2)cc1	-0.1	111	-4	102	-2	-20	-12	0.8	-5	18
COc1ccccc1CN(Cc1nc2ccccc2c(=O)[nH]1)C(=O)Nc1ccccc1C	-0.4	99	5	100	6	-10	1	0.9	0	13
NC(=O)c1nn(-c2ccccc2)nc1N	0.3	96	-3	98	0	12	3	1	4	4
Fc1ccc(C2CC(c3ccccc3)n3ncnc3N2)cc1 (centres undefined)	-0.2	107	-2	101	-8	-23	-7	0.9	2	10

Next part; the last 4 above are carried over.
SMILES	Hsp70 act	STAT1 activator	G6PDH CS	STAT3 act	TLR4 MyD88 comp	APP 5UTR inh	STAT1 blocker	Diaph act CS	STAT3 inh	Diaphorase inh
Cc1ccc(/C=N/NC(=O)CSc2nc3ccccc3o2)cc1	-0.1	111	-4	102	-2	-20	-12	0.8	-5	18
COc1ccccc1CN(Cc1nc2ccccc2c(=O)[nH]1)C(=O)Nc1ccccc1C	-0.4	99	5	100	6	-10	1	0.9	0	13
NC(=O)c1nn(-c2ccccc2)nc1N	0.3	96	-3	98	0	12	3	1	4	4
Fc1ccc(C2CC(c3ccccc3)n3ncnc3N2)cc1 (centres undefined)	-0.2	107	-2	101	-8	-23	-7	0.9	2	10
CCN1CCCC1CNS(=O)(=O)c1cc(Br)cc2c1N(C(=O)C1CC1)CC2 (centres undefined)	-0.1	99	1	101	0	-18	2	0.9	5	11
CC(=O)NC(=S)Nc1ccc(S(=O)(=O)Nc2nc(C)cc(C)n2)cc1	0.1	101	3	101	6	0	-4	0.9	5	8
COc1ccc(C(CC(=O)O)NC(=O)COc2ccccc2OC)cc1OC (centres undefined)	-0.3	100	5	104	0	-13	0	0.9	-1	10
Cc1ccsc1/C=N/NC(=O)c1ccccn1	0.0	148*	2	94	-3	-85	-54	1	6	4
O=C(O)c1cc(-c2ccccc2)nc2ccccc12	-0.1	99	16	99	-2	0&-2	1	0.9	3	13
CCOc1ccc2nc(Cl)c(C3CC(c4ccco4)=NN3S(=O)(=O)c3ccccc3)cc2c1 (centres undefined)	-0.2	106	-1	94	-10	-6	-4	0.9	5	15
COc1cccc(C2c3c(oc4ccc(F)cc4c3=O)C(=O)N2CCN2CCOCC2)c1OC (centres undefined)	0.0	102	-10	103	-1	-5	-2	0.9	5	14
Cc1ccc(SCc2[nH]nc3c2C(C(C)C)C(C#N)=C(N)O3)cc1 (centres undefined)	-0.3	104	5	97	7	-4	-5	0.9	8	13
CC(=O)Nc1ccnc(-c2cccnc2)n1	-0.2	94	1	97	-6	-8	6	1	9	0
CN(CCO)c1cc(NCCCN2CCC(Cc3ccccc3)CC2)c2nonc2c1[N+](=O)[O-]	-0.3	106	-1	100	5	-5	-6	0.9	5	7
CC(C)CCC(CCN1CCOCC1)c1ccc2c(c1)OCO2 (centres undefined)	-0.4	102	-17	107	-1	-2	-1	0.9	-2	15
Cc1cccc(/C=N/Nc2ccc3ccccc3n2)c1	-0.3	15	1	16	-4	-56	90*	1	102*	4
CCN=C1S/C(=C\c2cc(OCC)c(O)cc2Br)C(=O)N1CC	-0.4	99	-2	98	0	14	1	0.9	7	11
C/C(=N/NC(=O)CNC(=O)c1cccnc1)c1cccc([N+](=O)[O-])c1	0.0	104	2	98	1	5	-5	1.1	13	-7
CC(C)(C)OC(=O)N[C@@H](CC(=O)OCc1ccccc1)C(=O)O	0.1	102	6	96	17	13	-1	1	10	1
O=C1C(=O)N(CCCN2CCOCC2)C(c2cccs2)/C1=C(/O)c1ccc2c(c1)OCO2 (centres undefined)	-0.4	109	0	108	7	-7	-9	1	-10	-1
O=C(NCC1CCCO1)c1cccc(N2C(=O)C3C4C=CC(C4)C3C2=O)c1 (centres undefined)	-0.3	102	10	99	-6	-4	-3	0.8	1	23
O=C(NCCO)Nc1ccc(Cl)cc1	-0.1	101	4	102	-6	3	-1	1	8	-4
Nc1nonc1C(=O)N/N=C/c1ccc(-c2cccc([N+](=O)[O-])c2)o1	-0.3	106	-5	88	-9	-4	-7	0.8	13	22
Cc1cccc(/C(N)=N/OC(=O)Cc2ccccc2)c1	-0.1	147*	7	100	1	-46	-54	1	6	4
CCOC(=O)/C(C#N)=C\c1ccc2c(c1)OCO2	-0.1	101	.	91	3	1	3	.	18	.
O=C(/C=C/c1ccccc1)NNC1=NS(=O)(=O)c2ccccc21	-0.3	104	9	101	-7	-4	-6	1	2	5
COc1ccc(-c2csc(NC(=O)c3ccc(N4C(=O)CCC4=O)cc3)n2)cc1OC	-0.2	99	0	78	-11	8	0	0.8	28	18
COc1ccc(OCCSc2nc(C)nc3ccccc23)cc1	-0.1	98	-3	85	-5	15	2	0.8	25	18
CC(NCc1ccccc1Cl)C(=O)Nc1ccc(S(=O)(=O)N2CCCC2)cc1 (centres undefined)	-0.3	91	2	92	-5	16	9	0.8	11	20
Continued:
SMILES	Hsp70 act	STAT1 activator	G6PDH CS	STAT3 act	TLR4 MyD88 comp	APP 5UTR inh	STAT1 blocker	Diaph act CS	STAT3 inh	Diaphorase inh
O=c1[nH]c(=O)n(C2CCCCCC2)c(O)c1C=NCc1ccc(F)cc1	-0.2	102	-3	106	-1	8	-2	0.8	-2	21
Cc1ccc(S(=O)(=O)N(C(=O)c2ccco2)c2cc3sc(=O)oc3c3ccccc23)cc1	-0.1	92	4	110	-3	5	9	0.5	-14	48
Cc1ccc(N2CC(C(=O)NCc3ccccn3)CC2=O)cc1 (centres undefined)	0.1	100	-3	97	-20	-7	-2	1	6	4
COc1ccc(CCNC(=O)CC2COc3ccccc3O2)cc1OC (centres undefined)	-0.3	106	5	101	8	1	-6	1	1	-2
COc1ccc(CNC(=S)Nc2cc(C)cc(C)c2)cc1	-0.3	105	3	96	-4	-6	-5	0.9	9	7
Cc1c(NC(=O)c2ccccc2N(C)S(=O)(=O)c2ccccc2)c(=O)n(-c2ccccc2)n1C	-0.1	94	8	108	-2	-14	6	0.9	-2	9
COc1ccccc1NC(=O)Nc1cnccn1	-0.1	111	5	87	7	12	-13	0.9	25	5
O=C(NNC(=O)C1CCCN(S(=O)(=O)c2ccc3ccccc3c2)C1)C1CC1 (centres undefined)	0.3	89	6	98	-9	13	12	0.8	10	16
COc1cccc(OC)c1C(=O)OCC(=O)/C(C#N)=C(\C)N	-0.2	106	4	99	3	0	-7	1	3	3
CCOc1ccc(Br)cc1/C=N/O	-0.4	97	-9	98	8	2	6	0.8	3	19
O=C(CNC(=O)c1ccco1)NCC(=O)OCc1ccccc1Br	-0.2	101	16	99	11	-6	-1	1	5	0
CCCCNC(=O)C1c2ccccc2C(=O)N(c2ccc(OC)cc2)C1c1ccc(OC)cc1 (centres undefined)	-0.1	103	2	103	-5	10	-3	0.9	3	13
O=C(O)c1cccc(S(=O)(=O)Nc2cccc(S(=O)(=O)N3CCCCCC3)c2)c1	-0.3	97	-5	103	-4	2	2	0.9	-1	8
Cc1ccc(-c2nn3c(C)nnc3c3ccccc23)cc1S(=O)(=O)NC(C)c1ccccc1 (centres undefined)	-0.4	92	0	91	0	-26	9	0.8	14	20
CC(NC(=O)c1ccccc1F)c1nnc(SCc2nc3ccccc3c(=O)[nH]2)n1C (centres undefined)	-0.3	103	-1	98	-9	-10	-5	1.2	6	-16
CCOC(=O)c1oc2ccc(S(=O)(=O)N3CCOCC3)cc2c1C	-0.4	101	3	95	-5	-8	-1	0.9	8	6
